Source: PubChem BioAssay (several laboratories)
ROCK2 blocker: inhibitors of human Rho kinase 2 | inhibition, % at 6 µM | purified ROCK2, Kinase-Glo ATP depletion luminescence | hit rate 0.35% among 60,000 | AID 604 | O75116;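 active = inhibition above the screen-wide mean inhibition plus 3 SD, cut at about 18% in these data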;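 also: plate controls were DMSO wells for no effect and Y-27632 control wells after no-enzyme background subtraction for full effect; many of its hits are not listed in these tables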
Her2 expr inh: inhibitors of human Her2 kinase expression. SKBR-3 HER2 protein level, AlphaScreen, 18-24 h; active compounds read low. HER2 level % of control, % at 10 µM. hit rate 0.69% among 65,000;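 active = HER2 level under 5% of the carrier-only control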;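 also: 100% = DMSO carrier and 0% = 500 nM PU-H71 HSP90 inhibitor; lower value means stronger loss of Her2 protein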
JNK3 inh: JNK3 (human) kinase inhibition; P53779; purified JNK3 kinase activity, HTS; inhibition, % at 8 µM; hit rate 0.61% among 60,000; in the data active = inhibition above about 17%;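 also: 0% = DMSO and 100% = reference inhibitor; many of its hits are not listed in these tables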
Target sequence (P53779 whole entry, looked up): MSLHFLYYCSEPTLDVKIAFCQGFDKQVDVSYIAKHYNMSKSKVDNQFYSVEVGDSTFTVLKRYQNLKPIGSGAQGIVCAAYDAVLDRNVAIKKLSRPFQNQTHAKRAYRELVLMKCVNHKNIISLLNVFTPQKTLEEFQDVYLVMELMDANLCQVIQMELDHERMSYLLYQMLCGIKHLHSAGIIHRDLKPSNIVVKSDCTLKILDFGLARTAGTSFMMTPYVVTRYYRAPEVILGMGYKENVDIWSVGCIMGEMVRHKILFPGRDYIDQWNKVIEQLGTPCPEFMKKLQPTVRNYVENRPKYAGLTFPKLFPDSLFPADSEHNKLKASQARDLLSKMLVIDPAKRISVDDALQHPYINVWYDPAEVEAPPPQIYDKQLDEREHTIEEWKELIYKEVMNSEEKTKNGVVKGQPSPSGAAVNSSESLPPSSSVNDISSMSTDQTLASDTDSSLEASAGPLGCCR
Hsp90 inh: displaces geldanamycin probe from tumor Hsp90. P07900. NCI-N417 lysate Hsp90, Cy3B-geldanamycin FP displacement. inhibition, % at 30 µM. hit rate 0.35% among 64,000. AID 429;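 active = inhibition above 50%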;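 also: 0% = tracer plus lysate wells and 100% = tracer alone without lysate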
Cdc25B inh: human M-phase inducer phosphatase 2 inhibition | P30305 | recombinant Cdc25B, OMFP fluorescence Ex485/Em525 | inhibition, %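 (compounds tested at 10 µM final in the well)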 | hit rate 0.1% among 65,000 | AID 368; in the data active = inhibition above about 50%
A340 absorber: compound absorbs light at 340 nm; 65,000 tested, under 10 active; fold change at 10 µM; compound absorbance at 340 nm, fold over control;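 active = at 10 µM dose, initial 340 nm absorbance at least 2 fold that of control wells; inactive = change under 2 fold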;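 also: initial absorbance extrapolated from kinetic A340 decline of NADH oxidation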
DUSP1 inh: blocks human MKP-1 phosphatase activity | P28562 | hit rate 0.15% among 65,000 | inhibition, %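 (compounds tested at a single concentration somewhere between 10 and 100 µM)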 | AID 374 | recombinant MKP-1, OMFP hydrolysis fluorescence;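 active = inhibition above about 50%, limit read from the data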;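 also: 0% = DMSO max control wells and 100% = wells with enzyme stopped by NaOH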
Target sequence (P28562 whole entry, looked up): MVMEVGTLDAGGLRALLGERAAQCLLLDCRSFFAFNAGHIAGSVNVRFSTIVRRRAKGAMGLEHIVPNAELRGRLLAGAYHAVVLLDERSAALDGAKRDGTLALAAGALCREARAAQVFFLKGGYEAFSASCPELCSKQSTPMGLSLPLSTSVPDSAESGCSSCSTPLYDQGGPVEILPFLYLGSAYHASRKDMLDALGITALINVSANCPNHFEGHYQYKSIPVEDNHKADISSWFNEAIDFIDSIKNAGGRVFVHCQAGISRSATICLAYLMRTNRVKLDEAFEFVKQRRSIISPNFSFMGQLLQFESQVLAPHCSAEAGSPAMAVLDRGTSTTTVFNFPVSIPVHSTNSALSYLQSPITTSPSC
PKA inh: PKA (human) kinase inhibition; PKA Kemptide phosphorylation, Kinase-Glo ATP luminescence; inhibition, % at 6 µM; P17612; hit rate 0.1% among 65,000;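 active = inhibition above the screen-wide mean inhibition plus 3 SD, cut at about 21% in these data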; also: many of its hits are not listed in these tables
Autofluor 339: intrinsic fluorescence of library compounds, ex339/em460 – biochemical, MLSMR library, data from DPM-DC assay, artefact control, profiling panel; fluorescence fold increase at 10 µM; AID 709; hit rate 5.5% among 65,000; compound autofluorescence, ex339/em460 nm, NADH buffer; active compounds read high; 1 = no-compound wells, NADH background;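 active = at 10 µM, mean starting fluorescence two-fold or more over control wells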;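 also: signal is the first read of a kinetic run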
* hit, by the source's call; . = no result given.

SMILES	ROCK2 blocker	Her2 expr inh	JNK3 inh	Hsp90 inh	Cdc25B inh	A340 absorber	DUSP1 inh	PKA inh	Autofluor 339
O=C(O)c1c(Cl)c(Cl)c(Cl)c(Cl)c1C(=O)N1CCOCC1	-1	100	6	-3	-20	0.99	-20	2	1
O=C(CCCCCN1C(=O)CCC1=O)Nc1ccc(Br)cc1F	4	85	-3	-4	-4	1	2	9	1.1
CCN1CCN(C(c2ccccc2)c2sc3nc(C)nn3c2O)CC1 (stereo not drawn)	3	110	4	-2	-25	1	9	13	1.1
COc1cc2c(N3CCOCC3)cc(O)c(CC(=O)Nc3ccccc3)c2cc1OC	-4	93	-11	5	3	1	4	-6	3.1*
CCOCCCN(CCC#N)S(=O)(=O)c1ccc(S(=O)(=O)N2CCCC2)cc1	-4	122	0	1	6	1	-13	-6	1.1
Cc1ccnc(SCC(=O)O)n1	.	115	.	.	-22	1	15	3	1.1
CN(Cc1ccccc1)c1nc2c(c(=O)[nH]c(=O)n2C)n1CCOc1ccccc1	-4	253	0	-1	15	1.1	22	2	1.1
Nc1nc(NC(=O)Cc2ccccc2)nn1-c1ccccc1	2	108	4	-4	25	1	-16	-4	1
Cc1ccc(C(=O)Nc2ccc(Cl)cn2)cc1	7	58	5	-4	-4	1	-6	-3	1.1
Cn1c(N)c(C#N)c2c(c1=S)CSC(C)(C)C2	1	249	5	-3	6	1.1	-29	1	1.3
O=C(NCCO)c1nc(NCCO)c2ccccc2n1	0	57	-6	-2	-1	1.1	-3	-3	1.1
CC1Cc2ccccc2N1C(=O)C12CCC(C)(C(=O)C1)C2(C)C (stereo not drawn)	7	82	2	-1	-12	1	-1	8	1
CCCCSc1nnc(-c2c[nH]c3ccccc23)n1C	-1	85	-4	0	-15	1	17	6	1.1
CCCCN(CC)CCCNC(=O)CS(=O)(=O)Cc1nc(-c2cccc(OC)c2)oc1C	0	81	1	0	-31	1	-16	8	1
COCc1cc(C)[nH]c(=O)c1C#N	3	100	7	-2	-7	1.1	0	5	2.2*
COC(=O)C(Cc1cncn1COCc1ccccc1)NC(=O)OC(C)(C)C (stereo not drawn)	5	74	6	-3	-14	0.95	11	13	1.1
CC1CCc2nc(NC(=O)Cc3cccs3)sc2C1 (stereo not drawn)	5	77	5	-9	5	1	21	10	1.1
CC1(C)CC(=O)C=C(NCCCN2CCCC2=O)C1	6	100	2	-4	6	1	-22	10	1.1
OC1C[N+]2(CCCCC2)C1	-1	73	-2	-2	2	0.99	-11	-6	1
CCOC(=O)N1CCC(NC(=O)C(NS(=O)(=O)c2ccc3c(c2)CCN3C(C)=O)C(C)C)CC1 (stereo not drawn)	-1	107	1	-4	4	0.98	4	-2	1.1
CCn1ncc(CN2CCN(C(=O)Nc3ccccc3C(=O)OC)CC2)c1C	4	.	15	-4	-6	1	5	5	1.3
c1ccc2[nH]c(-c3ccnc4ccccc34)nc2c1	5	69	3	-2	-5	1.1	3	9	2.1*
O=C(O)c1cc(Nc2nc(N3CCOCC3)nc(N3CCOCC3)n2)ccc1Cl	3	99	0	-2	-1	1	0	7	1.1
COCC(C)NC(=O)c1cccc(Cl)c1 (stereo not drawn)	6	93	2	2	-14	1	-2	10	1.1
CCCc1[nH]nc2c1C(c1ccc(OC(=O)N3CCOCC3)cc1)C(C#N)=C(N)O2 (stereo not drawn)	-1	107	-2	-2	-6	0.98	2	2	1.1
Cc1ccc(S(=O)(=O)N2CCCC2C(=O)OCc2ccco2)cc1 (stereo not drawn)	-8	75	-8	-7	-4	1	14	-8	1
C=COCCn1c(=N)n(CCC)c2ccccc21	7	125	6	-5	-9	0.98	-9	6	1.2
CCOc1cc(CNc2ccc3[nH]c(=O)[nH]c3c2)ccc1OCC(=O)NC(C)(C)C	11	71	-7	36	6	1.1	6	12	3.8*
Cc1ccc(S(=O)(=O)NCCOc2nc(N(C)C)nc(N3CCOCC3)n2)cc1	-2	169	-6	-4	-2	1	-15	-6	1.1
COc1ccc(N2C(=O)NC3CC2(C)Oc2ccccc23)cc1OC (stereo not drawn)	4	123	3	-3	-6	0.99	27	2	1.1
CCOC(=O)c1cc2c(=O)n3cccc(C)c3nc2n(C)c1=N	4	79	3	-3	8	1.1	-4	1	1.1
N#Cc1nc(-c2ccco2)oc1NCCc1ccccc1	5	74	0	-4	-14	1	-18	12	2.1*
Cc1ccc(SCCNS(=O)(=O)c2ccc3c(c2)OCCO3)cc1	2	121	-6	-1	-4	1	31	1	1.1
O=C(CSc1ccc2c(c1)OCCO2)Nc1ccc(Cl)cn1	6	51	0	5	-4	1	-28	8	1.2
COC(=O)CSc1nc(C)c(Oc2ccccc2)c(=O)[nH]1	10	124	4	-5	-19	1	-21	6	1.1
COc1ccc(C(C)=O)c2c(O)cccc12	4	61	-4	11	9	1.1	-20	9	1.1
O=C(c1cccc(F)c1)N1CCN=C1SCc1cccnc1	-1	100	-6	-3	-5	0.97	6	-10	1
Cc1cc(N(CC(=O)O)S(C)(=O)=O)ccc1Br	7	63	1	-1	-3	0.98	-1	10	1.1
O=C(Nc1ccccc1-c1ccccc1)NC1CCN(C(=O)N2CCOCC2)CC1	-4	106	0	2	-7	0.99	2	1	1
Cc1nc(N2CCN(c3ccccc3)CC2)nc2c1C(=O)CCC2	1	103	-3	-4	0	1.1	-3	3	1.1
Cc1cccc(OCC(=O)Nc2cc(C)ccc2O)c1	1	52	2	4	-8	1	-3	2	1
Nc1nc2c(s1)CCc1c-2cnn1-c1ccccc1	6	76	-1	93*	19	0.95	52*	6	0.86
CCOc1ccc2ccccc2c1CNCCN1CCOCC1	-3	101	-4	-3	-6	1	-15	13	1.1
CCOC(=O)CCc1c(C)c2ccc(OCc3nn[nH]n3)cc2oc1=O	-3	92	1	-7	1	1.1	4	-1	3.8*
Cn1c(=O)c2c(nc3sccn32)n(C)c1=O	.	.	.	-1	-12	0.99	12	3	1.1

Printed as active in Autofluor 339 (from the list above):
| smiles | ROCK2 blocker | Her2 expr inh | JNK3 inh | Cdc25B inh | A340 absorber | DUSP1 inh | PKA inh | Autofluor 339 |
| --- | --- | --- | --- | --- | --- | --- | --- | --- |
| COc1cc2c(N3CCOCC3)cc(O)c(CC(=O)Nc3ccccc3)c2cc1OC | -4 | 93 | -11 | 3 | 1 | 4 | -6 | 3.1* |
| COCc1cc(C)[nH]c(=O)c1C#N | 3 | 100 | 7 | -7 | 1.1 | 0 | 5 | 2.2* |
| c1ccc2[nH]c(-c3ccnc4ccccc34)nc2c1 | 5 | 69 | 3 | -5 | 1.1 | 3 | 9 | 2.1* |
| CCOc1cc(CNc2ccc3[nH]c(=O)[nH]c3c2)ccc1OCC(=O)NC(C)(C)C | 11 | 71 | -7 | 6 | 1.1 | 6 | 12 | 3.8* |
| N#Cc1nc(-c2ccco2)oc1NCCc1ccccc1 | 5 | 74 | 0 | -14 | 1 | -18 | 12 | 2.1* |
| CCOC(=O)CCc1c(C)c2ccc(OCc3nn[nH]n3)cc2oc1=O | -3 | 92 | 1 | 1 | 1.1 | 4 | -1 | 3.8* |

The list continues.
SMILES	ROCK2 blocker	Her2 expr inh	JNK3 inh	Hsp90 inh	Cdc25B inh	A340 absorber	DUSP1 inh	PKA inh	Autofluor 339
S=c1[nH]nc(Cc2ccccc2)n1Cc1ccco1	-3	120	-1	-1	4	1	2	5	1.1
O=C(NCc1ccccn1)NC12CC3CC(CC(C3)C1)C2	5	150	3	1	-8	1	4	10	1.1
COc1cccc(Nc2nnc(SCn3nnc4ccccc4c3=O)s2)c1	4	99	-1	-3	-10	1.1	12	4	1.1
O=C(Cc1ccc(S(=O)(=O)N2CCCC2)s1)N1CCOCC1	4	92	0	-5	8	1	7	6	1
Cn1c(SCC(=O)N2CCOCC2)nnc1-c1ccccc1	7	64	-5	0	-9	1.1	1	11	1.1
CCC(=O)Nc1ccccc1C(=O)N1CCOCC1	6	94	1	-8	4	1.1	-2	12	1.1
COc1cccc2cc(C(=O)C3=C(O)C(=O)N(CCCN4CCOCC4)C3c3ccncc3)oc12 (stereo not drawn)	2	76	-3	-12	4	0.99	-9	7	0.99
CCOc1cccc(C2C(C(=O)c3ccco3)=C(O)C(=O)N2Cc2ccncc2)c1 (stereo not drawn)	.	84	.	-4	-5	1.1	-19	5	0.97
CCN(CC(=O)NC(=O)NCc1ccco1)Cc1nc2ccccc2c(=O)[nH]1	7	99	2	-5	-1	0.98	19	12	1
CCN(CC)P(=O)(C(NC(=O)OC)C(F)(F)C(F)(F)C(F)(F)C(F)F)N(CC)CC (stereo not drawn)	5	85	3	1	-11	1	33	10	1.1
O=C(CCc1nc(-c2ccccc2)no1)Nc1cc(C(F)(F)F)ccc1Cl	-2	84	1	-1	1	1	18	-3	1.1
O=C(c1ccc(CS(=O)(=O)c2ccccc2)o1)N1CCOCC1	5	95	4	-2	1	1	-3	8	1.1
COc1ccc(-c2ocnc2C(=O)Nc2ccccc2N2CCCCC2)cc1	2	94	0	1	-7	1.1	6	4	1.8
Cc1onc(-c2ccccc2Cl)c1C(=O)N1CCN=C1SCc1cccnc1	6	88	2	4	1	1	13	11	1
Cn1c(=NCC(O)COc2ccccc2)sc2ccccc21 (stereo not drawn)	2	76	0	1	-2	1	-8	1	1.1

3 records drawn at random from those above, as already listed:
SMILES	ROCK2 blocker	Her2 expr inh	JNK3 inh	Hsp90 inh	Cdc25B inh	A340 absorber	DUSP1 inh	PKA inh	Autofluor 339
O=C(c1ccc(CS(=O)(=O)c2ccccc2)o1)N1CCOCC1	5	95	4	-2	1	1	-3	8	1.1
Cn1c(SCC(=O)N2CCOCC2)nnc1-c1ccccc1	7	64	-5	0	-9	1.1	1	11	1.1
CCN(CC(=O)NC(=O)NCc1ccco1)Cc1nc2ccccc2c(=O)[nH]1	7	99	2	-5	-1	0.98	19	12	1

(list continues)
SMILES	ROCK2 blocker	Her2 expr inh	JNK3 inh	Hsp90 inh	Cdc25B inh	A340 absorber	DUSP1 inh	PKA inh	Autofluor 339
CS(=O)(=O)N(Cc1ccccc1)c1ccc(C(=O)N2CCOCC2)cc1	6	125	2	-2	-2	0.99	-8	1	0.99
COc1cc(NS(=O)(=O)N2CCCC2)cc(OC)c1OC	2	.	-5	-3	-2	0.98	-2	1	1
CN(c1ccccc1)S(=O)(=O)c1ccc(C(=O)Nc2nccs2)cc1	5	77	-7	-2	-23	1.1	3	8	1.1
CC1Oc2ccccc2N(CC(=O)NCC2CCCO2)C1=O (stereo not drawn)	3	89	-4	-6	3	1	8	4	1.1
O=C(CSCCO)Nc1ccc(C2CCCCC2)cc1	7	119	0	-3	-9	1.1	4	13	1.1
O=C(OCc1nc2ccccc2s1)C1CCN(S(=O)(=O)c2cccs2)CC1	4	107	3	-1	-12	1	31	11	1.1
Cc1ccc2nc3c(c(N)c2c1)CCN3c1ccccc1	6	70	-2	-11	-5	1.1	-12	8	3.7*
COc1ccc(-n2c(Cc3cccn3C)nnc2SCC(=O)NCc2ccc(F)cc2)cc1	-2	105	5	0	-12	1	2	6	1.1
CCSc1nc2sc3c(c2c(=O)n1C1CCCCC1)CCN(C)C3	7	81	6	-9	12	1.1	-23	4	1.3

Not all compounds are listed (hit frequency here may not be typical).
